MITF TRPM1 HTS = increases MITF-driven TRPM1 promoter luciferase signal | SK-MEL-5 TRPM1-promoter luciferase, 24 h; % of positive control, neutral wells = 0 | activation, % at 12.5 µM | 300,000 compounds, 0.75% hits;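 active means mean activation of at least 80% with every replicate also reaching 80%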;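 further: 0% = neutral control wells and 100% = parthenolide positive control wells; values of inactives mirror those of a sister screen read the other way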
SR-BI DiI-HDL act = SR-BI HDL lipid transfer activation | CHO ldlA[mSR-BI] cells, DiI-HDL uptake fluorescence, 3 h; 100 = double the neutral-control signal | activation, % at 12.5 µM | 320,000 compounds, 0.096% hits | AID 504775;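 active means mean replicate activation of at least 60% and every replicate at or above 60%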;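 further: 0% = median plate neutral-control signal and 100% = twice that signal; values of inactives mirror those of a sister screen read the other way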
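Material – SR-BI-overexpressing, LDLR-lacking CHO cells · Medium – BSA-supplemented, HEPES-buffered Ham's F12, pH 7.4 · Doses – single concentration · Times – compound with DiI-HDL co-incubation, 3 h at 37 °C · Measured by – bottom-read fluorescence, 550/595 nm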
SR-BI HDL uptake = mouse SR-BI HDL lipid transfer inhibition. Q61009. ldlA[mSR-BI] CHO cells, DiI-HDL uptake fluorescence, 3 h. inhibition, % at 12.5 µM. 320,000 compounds, 0.96% hits;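 active means mean replicate inhibition of at least 70% and a set share of replicates each scoring 70 or more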;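 further: 0% = median of neutral control wells and 100% = median of positive control wells; values of inactives mirror those of a sister screen read the other way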
CDK5 p35 inh = blocks human CDK5/p35 kinase activity | AID 488839 | Recombinant CDK5/p35, ADP-Glo luminescence, 60 min | inhibition, % at 10 µM | Q00535+Q15078 | 330,000 compounds, 0.01% hits;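 active means highest replicate inhibition of at least 50% and at least 75% of replicates reaching 50%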;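 further: plate controls were DMSO neutral control for no effect and GW8510 at 10 µM for full effect; many of its hits are not listed in these tables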
RTF Ca sens act = cardiac RTF calcium sensitization; AID 493008; 340,000 compounds, 0.24% hits; IANBD-labeled TnC RTF fluorescence at EC20 calcium; 0% EC20 calcium, 100% full calcium; P19429+P45379; activation, % at 7.2 µM;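 active means activation above the mean over all tested compounds plus 3 SD, cut at about 30% in these data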;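 further: rise in fluorescence read as greater calcium sensitivity of cardiac thin filaments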
HTR5A ag = activates human HTR5A in OPRM1-OPRD1 agonist counter-screen. P47898. HTR5A agonist assay, luminescence, cell-based. activation, % at 9.3 µM. 340,000 compounds, 0.61% hits; in the data active means activation mostly above about 9.5%, no sharp cut-off; inactive means mostly below about 7.6%;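 further: 0% = cells with vehicle only and 100% = reference agonist; strong numbers were not always called active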
Target sequence (P47898 whole entry, looked up): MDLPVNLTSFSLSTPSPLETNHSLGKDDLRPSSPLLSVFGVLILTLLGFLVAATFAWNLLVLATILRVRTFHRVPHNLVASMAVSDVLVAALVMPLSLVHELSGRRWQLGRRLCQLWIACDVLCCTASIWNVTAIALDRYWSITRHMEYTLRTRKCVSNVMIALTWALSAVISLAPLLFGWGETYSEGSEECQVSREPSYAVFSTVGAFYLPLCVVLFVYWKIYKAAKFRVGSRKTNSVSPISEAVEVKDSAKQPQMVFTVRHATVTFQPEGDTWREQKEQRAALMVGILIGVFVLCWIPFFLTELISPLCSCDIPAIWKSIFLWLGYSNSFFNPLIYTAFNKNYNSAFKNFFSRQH
dFosB activator = activators of mouse delta FosB homodimer; purified delta FosB, TAMRA-CDK5 oligo fluorescence polarization; percent of positive-control signal above neutral wells; P13346; 340,000 compounds, 0.99% hits; AID 493131; activation, % at 25 µM;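 active means mean activation above about 17%, with every replicate also reaching it, limit read from the data, passing the limit was not always enough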;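 further: fluorescence polarization rise as delta FosB binds a TAMRA Cdk5 AP-1 oligo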
Target sequence (P13346 whole entry, looked up): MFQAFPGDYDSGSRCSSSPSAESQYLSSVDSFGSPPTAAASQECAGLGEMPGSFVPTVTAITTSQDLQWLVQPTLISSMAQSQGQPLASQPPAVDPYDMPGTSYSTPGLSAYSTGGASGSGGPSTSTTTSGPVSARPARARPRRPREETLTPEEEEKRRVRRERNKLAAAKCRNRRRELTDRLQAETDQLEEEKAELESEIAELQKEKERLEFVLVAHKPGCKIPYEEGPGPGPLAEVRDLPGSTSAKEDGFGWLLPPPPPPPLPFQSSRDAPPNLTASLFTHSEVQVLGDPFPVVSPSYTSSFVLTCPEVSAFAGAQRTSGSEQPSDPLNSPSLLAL
Wnt act = activates Wnt/beta-catenin signaling in a reporter cell assay. activator, plate reader. activation, % at 9.35 µM. 300,000 compounds, 1.2% hits; in the data active means activation above about 30%, passing the limit was not always enough;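 further: 0% = neutral control wells and 100% = positive control wells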
PvdQ acylase = P. aeruginosa PvdQ acylase inhibition; purified PvdQ acylase, fluorescence plate reader; 340,000 compounds, 0.063% hits; inhibition, % at 10 µM; in the data active means inhibition above about 30%, passing the limit was not always enough;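 further: 0% = vehicle neutral wells and 100% = reference inhibitor wells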
Rtt109 Vps75 = C. albicans Rtt109 histone acetyltransferase inhibition; Q5AAJ8; purified Rtt109/Vps75, ThioGlo CoA-SH fluorescence, 4 h; inhibition, % at 34.9 µM; 330,000 compounds, 0.16% hits;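 active means inhibition of at least 50% in every replicate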
An asterisk follows results filed as active; . = not tested or not shown. Not a hit list. About 4.4% of those tested had a hit in this group.

Fields – HTR5A ag | MITF TRPM1 HTS | SR-BI HDL uptake | PvdQ acylase | CDK5 p35 inh | SR-BI DiI-HDL act | dFosB activator | Rtt109 Vps75 | RTF Ca sens act | Wnt act
1. Nc1ncnc2c1ncn2[C@@H]1O[C@H](CNC(=O)[C@@H]2CCCN2S(=O)(=O)c2ccc(F)cc2)[C@@H](O)[C@H]1O
    -2 | 4 | -16 | -19 | -1.7 | 16 | -6 | 1 | -1 | 0
2. O=C(CCN1C(=O)/C(=C\C=C\c2ccccc2)SC1=S)Nc1ccccc1C(=O)O
    -1 | -4 | 8 | 4 | 1.0 | -8 | -7 | 32 | -5 | 3
3. Cc1ccc(CCC(=O)Nc2nccs2)o1
    -6 | 20 | -8 | -2 | 0.5 | 8 | -4 | -8 | 5 | 2
4. Cn1cnc([N+](=O)[O-])c1S(=O)(=O)Oc1cccc2ccccc12
    -5 | -93 | -16 | 10 | -0.7 | 16 | -3 | 6 | -3 | -5
5. COC(=O)c1c(C)oc2ccc(N(C(=O)c3ccncc3)S(=O)(=O)c3ccc(C)cc3C)cc12
    1 | -19 | 3 | 25 | -0.2 | -3 | 4 | -6 | 0 | -9
6. CCn1c(=O)cc(SCC(=O)NCC2CCCO2)c2ccccc21 (stereo not drawn)
    2 | 5 | 4 | -11 | -0.9 | -4 | 3 | -10 | 1 | .
7. COc1cccc(C2C(=O)N(C3CCCCC3)CC(=O)N2Cc2ccc(F)cc2)c1 (stereo not drawn)
    3 | 2 | -23 | 5 | 1.1 | 23 | -6 | -9 | -5 | -4
8. COc1ccc(S(=O)(=O)NCC(=O)NCc2cc(=O)n(C)c(=O)n2C)cc1F
    -5 | 4 | -30 | -5 | -1.0 | 30 | 1 | -8 | -6 | 0
9. Cc1cccc(C)c1NC(=O)CSCC(=O)c1ccc(O)c(O)c1
    0 | . | -19 | 0 | -0.4 | 19 | -5 | 7 | -4 | -3
10. CCN(CCO)C(=S)Nc1cc(S(=O)(=O)N(C)C)ccc1C
    0 | -8 | -18 | -11 | 0.4 | 18 | -3 | 0 | 2 | -1
11. CC(C)C(NC(=O)COc1ccccc1)C(=O)O (stereo not drawn)
    -3 | 3 | -10 | -10 | 0.6 | 10 | -5 | 6 | 4 | .
12. COC(=O)CC/C(O)=C1/C(=N)CC(C)(C)CC1=O
    0 | -3 | . | -7 | -1.2 | . | -4 | -13 | 9 | -1
13. CCOc1ccc(OCCNC(=O)c2ccc3c(c2)nnn3CC)cc1
    2 | 3 | 22 | 4 | -1.1 | -22 | -4 | -2 | -4 | 0
14. Cc1ccc(NC(=S)N(C)N)cc1Cl
    2 | -6 | -2 | -11 | -3.7 | 2 | 2 | 8 | 7 | -4
15. C[C@H](CO)N1C[C@H](C)[C@@H](CN(C)Cc2ccc(Cl)c(Cl)c2)Oc2c(NS(=O)(=O)c3cn(C)cn3)cccc2C1=O
    -5 | -5 | -11 | -4 | -1.2 | 11 | -11 | 2 | 4 | 0
16. CSCCC(NS(=O)(=O)/C=C/c1ccccc1)C(=O)N1CCC(C)CC1 (stereo not drawn)
    -1 | 7 | -19 | 4 | 2.2 | 19 | -5 | -8 | -9 | -3
17. O=C(NCc1ccco1)C(=O)c1c[nH]c2ccccc12
    1 | 71 | -5 | -11 | -6.7 | 5 | 1 | -5 | 5 | 28
18. CC(C)n1nnnc1SCC(=O)N1N=C(c2cccs2)CC1c1cccs1 (stereo not drawn)
    -2 | 60 | 1 | -14 | -2.2 | -1 | -11 | 0 | 0 | 5
19. Cc1[nH]c(C)c(S(=O)(=O)NCc2ccc(F)cc2)c1C(=O)N1CCCCC1
    0 | 7 | -8 | 1 | -0.7 | . | -2 | 0 | 0 | -1
20. COCCN(Cc1cc2cc(C)ccc2n2nnnc12)C(=S)Nc1ccccc1C
    5 | 0 | 7 | 6 | 1.0 | -7 | -2 | . | 0 | -2

Filtered by structure: those above containing an aryl thioether with sulfur outside any ring (two)
Fields – HTR5A ag | MITF TRPM1 HTS | SR-BI HDL uptake | PvdQ acylase | CDK5 p35 inh | SR-BI DiI-HDL act | dFosB activator | Rtt109 Vps75 | RTF Ca sens act | Wnt act
6. CCn1c(=O)cc(SCC(=O)NCC2CCCO2)c2ccccc21 (stereo not drawn)
    2 | 5 | 4 | -11 | -0.9 | -4 | 3 | -10 | 1 | .
18. CC(C)n1nnnc1SCC(=O)N1N=C(c2cccs2)CC1c1cccs1 (stereo not drawn)
    -2 | 60 | 1 | -14 | -2.2 | -1 | -11 | 0 | 0 | 5

Continuation:
Fields – HTR5A ag | MITF TRPM1 HTS | SR-BI HDL uptake | PvdQ acylase | CDK5 p35 inh | SR-BI DiI-HDL act | dFosB activator | Rtt109 Vps75 | RTF Ca sens act | Wnt act
21. O=C(Nc1ccc(F)cc1)C(c1ccccc1)N1CCN(S(=O)(=O)c2ccc3ccccc3c2)CC1 (stereo not drawn)
    0 | 9 | -4 | -1 | -0.2 | 4 | -13 | 8 | 14 | -1
22. CCCC(=O)NC(c1ccc(N(C)C)cc1)c1ccc2cccnc2c1O (stereo not drawn)
    3 | -72 | -17 | 11 | 0.3 | 17 | -9 | -1 | 3 | 2
23. Cc1ccc(S(=O)(=O)N2CCN(C(=O)c3ccccc3OCc3c(C)noc3C)CC2)cc1
    4 | 3 | -12 | 5 | -1.1 | 12 | -8 | 12 | -4 | -4
24. O=C(NCCCN1CCOCC1)C1(c2ccccc2)CCOCC1
    -5 | -4 | -14 | -17 | -1.4 | 14 | 2 | 6 | 3 | -6
25. Cc1onc(-c2ccccc2Cl)c1C(=O)N1CC(C)OC(C)C1 (stereo not drawn)
    -2 | 1 | -7 | -4 | -0.6 | 7 | -11 | -6 | -3 | 0

Entries of single compounds, quoted from the list.
`O=C(Nc1ccc(F)cc1)C(c1ccccc1)N1CCN(S(=O)(=O)c2ccc3ccccc3c2)CC1` (stereo not drawn) across the screens: HTR5A ag = 0; MITF TRPM1 HTS = 9; SR-BI HDL uptake = -4; PvdQ acylase = -1; CDK5 p35 inh = -0.2; SR-BI DiI-HDL act = 4; dFosB activator = -13; Rtt109 Vps75 = 8; RTF Ca sens act = 14; Wnt act = -1
`Cc1ccc(S(=O)(=O)N2CCN(C(=O)c3ccccc3OCc3c(C)noc3C)CC2)cc1` across the screens: HTR5A ag = 4; MITF TRPM1 HTS = 3; SR-BI HDL uptake = -12; PvdQ acylase = 5; CDK5 p35 inh = -1.1; SR-BI DiI-HDL act = 12; dFosB activator = -8; Rtt109 Vps75 = 12; RTF Ca sens act = -4; Wnt act = -4

Compound activity: PubChem BioAssay, several laboratories
